Compound activity (PubChem)
HSF-1 act – increases HSF-1 driven luciferase reporter signal | NIH3T3-HGL HSF-1 luciferase reporter, MG132, 8 h; 100% = twice DMSO control signal | activation, % at 9 µM | 1.7% of 300,000 active | AID 504408;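 active = mean replicate activation of at least 50% with a set share of replicates each reaching 50%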;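 also: 0% = median of the neutral control wells and 100% = twice that signal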
HSP90 refold inh – inhibitors of HSP90 luciferase refolding in rabbit reticulocyte lysate | luciferase refolding luminescence, 3 h | inhibition, % at 5.6 µM | 0.91% of 290,000 active | AID 1789;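 active = inhibition above the screen-wide mean plus 3 SD, computed separately per campaign, cut at about 16% in these data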;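 also: 0% = DMSO wells and 100% = 60 µM geldanamycin wells; inhibitors lower the luminescence because luciferase stays unfolded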
Platelet DG rel – platelet dense granule release activity. AID 1663. human platelet-rich plasma, SFLLRN dense granule ATP release, luminescence. 0.22% of 300,000 active. inhibition, %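 (compounds screened at 7.5 µM in platelet-rich plasma)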;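 active = mean replicate score, as percent of positive control, at or above 50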
HSF1 inhib – HSF1 inhibition; 0.77% of 300,000 active; NIH3T3-HGL HSE-luciferase, MG132-induced, luminescence 8 h; active compounds read low; AID 2098; activity change, negative = inhibition, % at 7.5 µM (by protocol);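 active = more than half of replicate wells show activity change below -50%, luminescence cut by over half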;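 also: luciferase reports HSF-1 transcriptional activity via heat shock element; 0% = median of DMSO wells and -100% = zero luminescence signal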
aSyn 5UTR inh – 5' untranslated region of α-synuclein, MLPCN primary screen. 0.82% of 300,000 active. inhibition, % (tested at 7.5 µM). alpha-synuclein 5'UTR reporter, inhibitor activity. AID 1813; in the data active = inhibition above about 60%;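 also: H4 neuroglioblastoma cells stably carrying SNCA 5'UTR luciferase fusion; 0% = DMSO wells and 100% = positive control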
HIF activator – HIF pathway transcriptional activation; U2OS HRE-luciferase reporter, luminescence; normalized: DMSO 0%, desferrioxamine 100%; 0.32% of 300,000 active; activation, % at 7.5 µM (by protocol);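 active = mean activation of at least 10% of the iron chelator positive control signal, with at least half of replicates also reaching 10%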
IEC-6 cytotox – kills IEC-6 intestinal cells in KLF5 counter-screen; IEC-6 cytotoxicity, luminescence viability; inhibition, % at 5 µM; 0.78% of 290,000 active; AID 1825; in the data active = inhibition above about 22%;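 also: 0% = plate median of test compound wells and 100% = cytotoxic reference compound wells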
SKKanGAS inh – inhibitors of SKKanGAS S. pyogenes growth in kanamycin (SK-promoter or general growth effect); BacTiter-Glo, 6 h; AID 1662; 1.3% of 300,000 active; inhibition, % at 7.5 µM;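 active = mean replicate score, as percent of positive control median, at least 50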;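 also: strain carries kanamycin resistance gene driven by streptokinase promoter and grows in 40 µg/ml kanamycin; loss of luminescence reflects streptokinase promoter inhibition or plain growth inhibition; 0% = median of DMSO wells and 100% = positive control at its reference dose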
AI-2 QS mod – modulates the Vibrio harveyi AI-2 quorum sensing system | Vibrio harveyi JMH597 AI-2 luminescence/OD600 ratio, 9 h; active compounds read low; strain lacks LuxN and CqsS sensors; 0 = neutral-control median | activity change, % at 7.5 µM | 0.4% of 300,000 active; in the data active = activity change below about -75%, passing the limit was not always enough;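 also: luminescence divided by OD600 gain over 9 h not by final OD600 alone; inactives centre near 13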
KLF5 inhibitor – inhibitors of KLF5 expression | DLD-1 KLF5 promoter-luciferase reporter, luminescence | inhibition, % at 5 µM | 0.23% of 290,000 active | AID 1700;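 active = inhibition above a per-plate limit of that plate's mean compound inhibition plus 3 SD, cut at about 60% in these data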;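 also: 0% = DMSO wells and 100% = LY294002 at 200 µM; higher means less KLF5 promoter-driven luciferase light; inactives centre near -14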
* = called active by the depositor; / = not tested or not shown. The order is random; about 6% have a hit in one of these screens.

The first 8 compounds, ahead of the listing:
nr	canonical_smiles	AI-2 QS mod	HSF-1 act	HIF activator	HSP90 refold inh	Platelet DG rel
1	COc1ccccc1OCC(=O)NCCc1nc2ccccc2[nH]1	14	9	-0.1	2	0
2	Cc1ccccc1C(=O)NCCCc1ccccc1	-15	13	2.4	0	-5
3	Fc1cnc(N2CCN(c3ccccc3)CC2)nc1N1CCN(c2ccccc2)CC1	0	-16	0.3	-1	-12
4	O=C(O)c1ccccc1N/N=C\c1ccnc2ccccc12	9	-11	-0.4	4	-16
5	CCCn1nnnc1SCC(=O)NCc1ccccc1	0	6	-0.8	-1	-3
6	COc1cc(/C=N/NC(=O)c2ccoc2C)cc(OC)c1OC	7	34	2.6	-3	7
7	COc1ccc(-c2oc3ccc(N4CCOCC4)cc3c2C#CCO)cc1	9	-8	1.7	/	0
8	CN(C)CCCn1c2c(c(SCC(=O)Nc3cccc4ccccc34)nc1=O)CCC2	17	1	1.4	/	-6

nr	IEC-6 cytotox	SKKanGAS inh	KLF5 inhibitor	aSyn 5UTR inh	HSF1 inhib
1	7	1	-38	-6	-6
2	-2	2	-20	-84	10
3	2	-4	-25	0	1
4	2	15	-116	76*	-5
5	-1	-1	16	-9	-1
6	-5	-2	-27	-81	20
7	/	20	/	-92	7
8	/	-1	/	-15	-7

The listing, from the start:
nr	canonical_smiles	AI-2 QS mod	HSF-1 act	HIF activator	HSP90 refold inh	Platelet DG rel
1	COc1ccccc1OCC(=O)NCCc1nc2ccccc2[nH]1	14	9	-0.1	2	0
2	Cc1ccccc1C(=O)NCCCc1ccccc1	-15	13	2.4	0	-5
3	Fc1cnc(N2CCN(c3ccccc3)CC2)nc1N1CCN(c2ccccc2)CC1	0	-16	0.3	-1	-12
4	O=C(O)c1ccccc1N/N=C\c1ccnc2ccccc12	9	-11	-0.4	4	-16
5	CCCn1nnnc1SCC(=O)NCc1ccccc1	0	6	-0.8	-1	-3
6	COc1cc(/C=N/NC(=O)c2ccoc2C)cc(OC)c1OC	7	34	2.6	-3	7
7	COc1ccc(-c2oc3ccc(N4CCOCC4)cc3c2C#CCO)cc1	9	-8	1.7	/	0
8	CN(C)CCCn1c2c(c(SCC(=O)Nc3cccc4ccccc34)nc1=O)CCC2	17	1	1.4	/	-6
9	CN(C)CC(O)CN1C(=O)NC(C)(C)C1=O (stereo not given)	-2	11	-0.2	-2	0
10	Oc1ccccc1N1CCN(Cc2ncc(-c3ccccc3)o2)CC1	18	4	0.4	-5	2

nr	IEC-6 cytotox	SKKanGAS inh	KLF5 inhibitor	aSyn 5UTR inh	HSF1 inhib
1	7	1	-38	-6	-6
2	-2	2	-20	-84	10
3	2	-4	-25	0	1
4	2	15	-116	76*	-5
5	-1	-1	16	-9	-1
6	-5	-2	-27	-81	20
7	/	20	/	-92	7
8	/	-1	/	-15	-7
9	-2	-3	-8	-5	-8
10	-6	-2	-23	22	1

(further entries)
nr	canonical_smiles	AI-2 QS mod	HSF-1 act	HIF activator	HSP90 refold inh	Platelet DG rel
11	CCCNC(=O)c1oc2ccc3c(c2c1C)C(O)CC(C)(C)O3 (stereo not given)	28	8	-26	1	-9
12	CC(C)CC1=NC(C(F)(F)F)(C(F)(F)F)c2c(n(CC(C)C)c(=O)[nH]c2=O)N1	-1	-19	-0.5	-3	-31
13	COc1ccccc1S(=O)(=O)Cc1ccc(C(=O)NC2CC2)o1	-1	23	0.3	8	-7
14	O=C(CSc1ccc(C(F)(F)F)cc1[N+](=O)[O-])NCCOc1ccccc1	0	14	0.3	1	-16
15	CCC(=O)Nc1cccc(NC(=O)CSc2nnnn2C)c1	30	-4	-0.3	-2	-2
16	Cn1c(=O)c(=O)n(C)c2cc(S(=O)(=O)CCC(=O)Nc3c(F)c(F)c(F)c(F)c3F)ccc21	10	5	1.3	-6	2
17	COc1ccc(CCNC(=O)N2CCOCC2)cc1	14	-12	-0.3	2	1
18	CCc1ccc(OCC(O)CN2CCC(CN3C(=O)c4cccc5cccc(c45)C3=O)CC2)cc1 (stereo not given)	52	3	-64	2	-13
19	O=C(NCCc1csc(-c2ccccc2)n1)c1cccs1	2	26	0.5	0	-4
20	O=C(CSc1ncn[nH]1)Nc1ccccc1Sc1ccccc1	8	14	-0.1	-2	0

nr	IEC-6 cytotox	SKKanGAS inh	KLF5 inhibitor	aSyn 5UTR inh	HSF1 inhib
11	-6	-6	-31	-17	3
12	-1	-9	-8	-30	-6
13	1	-10	-65	-9	4
14	-6	-4	-5	19	-7
15	0	-3	-17	3	-3
16	-4	0	10	-26	4
17	-1	-4	-15	-5	-6
18	10	-2	13	3	2
19	8	-4	-2	-11	14
20	-1	0	-14	1	-8

New compounds follow.
nr	canonical_smiles	AI-2 QS mod	HSF-1 act	HIF activator	HSP90 refold inh	Platelet DG rel
21	O=C(CSCc1ccc(Cl)cc1)NN=C1CCCC1	-3	9	-0.3	0	-3
22	O=[N+]([O-])c1c(Nc2ccc(O)cc2)cc(Cl)c2nonc12	-174*	132*	-2.3	3	56*
23	CCOC(=O)N1CCN(C2CCCN(C(=O)c3ccccc3N(C)C)C2)CC1 (stereo not given)	2	-5	0.1	0	-12
24	CN(CC(CC(=O)Nc1nncs1)c1ccccc1)S(=O)(=O)c1ccc(Br)cc1 (stereo not given)	34	6	-0.7	0	2
25	CC(OC(=O)c1ccc(F)cc1)C(=O)Nc1nc(-c2cccc([N+](=O)[O-])c2)cs1 (stereo not given)	14	5	-0.3	-4	-6
26	Cc1nn(C)c(C)c1NC(=O)c1ccc(Cl)cc1	12	-5	-2.1	4	1
27	O=C1N=C(N2CCc3ccccc3C2)S/C1=C\c1cccc(O)c1	3	31	0.1	-1	-3
28	Cc1ccc(-n2[nH]c(C)c(/C=N/n3c(C)nc4ccccc4c3=O)c2=O)cc1	33	7	0.2	1	0
29	O=C(Nc1ccc(Oc2ccccc2)nc1)C1CCCCN1Cc1ccc(O)cc1 (stereo not given)	7	-6	0.5	7	0
30	COC(=O)c1cc(NS(=O)(=O)c2ccc(N3CCCCC3)c([N+](=O)[O-])c2)cc(C(=O)OC)c1	7	-1	-0.2	0	-1

nr	IEC-6 cytotox	SKKanGAS inh	KLF5 inhibitor	aSyn 5UTR inh	HSF1 inhib
21	6	-4	-6	10	-1
22	101*	-9	26	47	122
23	-5	3	-26	10	-4
24	-3	-1	-12	6	5
25	-1	26	-2	-50	-3
26	2	-1	-31	-19	-2
27	-4	11	-17	-18	13
28	7	25	-28	5	-5
29	2	2	6	-15	15
30	0	24	-28	-7	-1

Going on with the list:
nr	canonical_smiles	AI-2 QS mod	HSF-1 act	HIF activator	HSP90 refold inh	Platelet DG rel
31	CCOC(=O)c1[nH]c(C)c(C(=O)N2CCN(C(=O)OCC)CC2)c1CC	21	-37	0.0	5	-12
32	COc1ccc(/C=C/C(=O)Nc2cccc(C(C)=O)c2)cc1	10	20	1.5	-2	2
33	COc1cccc(CNS(=O)(=O)c2ccc(-n3cnnn3)c(C)c2)c1	17	-4	-0.3	-3	1
34	CCOC(=O)Cn1nc(C)c(NC(=O)COc2ccc(F)cc2F)c1C	18	41	0.6	0	15
35	COc1ccc2ccccc2c1/C=N/NC(=S)NCCN1CCOCC1	1	16	-0.3	0	-3
36	CC(C)NC(=O)CSc1nccc(-c2cccs2)n1	19	1	0.2	-1	-2
37	CCOC(=O)CN1NC2(CCCCCCC2)NC1=S	20	-2	-0.3	0	6
38	CCOC(=O)N1CCC(NC(=O)c2cccnc2SC)CC1	17	-5	-0.3	3	-2
39	Cc1c(C(=O)N2CCOCC2)sc(NC(=O)Cc2ccccc2)c1C#N	34	-11	-0.2	-1	11
40	CCOC(=O)C1CCN(C(=O)Cn2cnc3sc(C)c(S(=O)(=O)N4CCCCC4)c3c2=O)CC1	13	6	-0.4	2	-1

nr	IEC-6 cytotox	SKKanGAS inh	KLF5 inhibitor	aSyn 5UTR inh	HSF1 inhib
31	6	4	-28	20	-18
32	7	-5	-52	-95	9
33	-4	5	2	9	6
34	-8	6	-30	4	4
35	4	7	-38	-8	9
36	-1	-9	-10	-8	2
37	5	2	-24	9	0
38	9	4	-6	30	-10
39	-4	-6	-28	-6	-3
40	-4	-9	-55	11	1

New compounds follow.
nr	canonical_smiles	AI-2 QS mod	HSF-1 act	HIF activator	HSP90 refold inh	Platelet DG rel
41	Cc1onc(-c2ccccc2)c1C(=O)n1cccn1	19	-2	-1.7	-5	/
42	COc1ccc(/C=C/C(=O)NC(=S)Nc2ccc(S(=O)(=O)Nc3nccnc3OC)cc2)cc1	17	8	-1.0	-4	-3
43	CNC(=S)NCCc1c[nH]c2ccc(OC)cc12	16	8	0.0	2	1
44	CCCc1c(O)nc(SCc2ccccc2)[nH]c1=O	26	-17	0.0	2	-2
45	COc1ccccc1CNS(=O)(=O)c1ccc2c(c1)CCCN2C(C)=O	/	14	0.6	-3	0
46	O=C(NCC1CCCO1)c1ccc(CNS(=O)(=O)c2ccc(F)c(Cl)c2)cc1 (stereo not given)	5	-4	-1.9	1	-24
47	CN(C)c1ccc(NC(=O)Nc2ccc3c(c2)nnn3C)cc1	-6	16	3.4	-1	-17
48	CCOC(=O)C1CCCN(C(=O)C(C)(C)Oc2ccc(Cl)cc2)C1 (stereo not given)	/	8	-1.0	0	7
49	CC(NC(=O)CN1CCN(c2ncccn2)CC1)c1ccc(F)cc1 (stereo not given)	18	1	0.1	-3	2
50	CC(Nc1ccnc2cc(Cl)ccc12)c1ccc(S(N)(=O)=O)cc1 (stereo not given)	13	-1	-0.1	1	-2

nr	IEC-6 cytotox	SKKanGAS inh	KLF5 inhibitor	aSyn 5UTR inh	HSF1 inhib
41	-9	-1	-13	8	-3
42	1	27	-16	-18	0
43	-5	-3	15	-7	-1
44	2	0	-7	6	-5
45	-1	-1	-10	5	-1
46	-2	-1	-23	6	-7
47	3	1	-123	-109	11
48	-8	0	-18	6	1
49	-4	-4	4	17	2
50	2	1	0	24	-4

Carrying on.
nr	canonical_smiles	AI-2 QS mod	HSF-1 act	HIF activator	HSP90 refold inh	Platelet DG rel
51	CSc1ccccc1COC(=O)Nc1ccccc1C	26	30	0.8	2	5
52	CSC1=NCCN1C(=O)c1ccc(S(=O)(=O)N2CCCCC2)cc1	37	6	-0.5	-8	12
53	CN=Cc1nc(-c2ccccc2)oc1O	14	19	2.4	4	8
54	COc1ccc(/C(C)=N/NC(=O)CNC(=O)/C=C\c2ccccc2OC)c(OC)c1	37	9	0.5	-1	-12
55	CC(O)CC(C(=O)NNc1ccccc1)C(=O)NNc1ccccc1 (stereo not given)	11	2	0.0	1	5
56	CCn1ncc(C2=NOC(C(=O)Nc3cc(OC)c(Cl)cc3OC)C2)c1C (stereo not given)	28	5	-0.3	-2	0
57	COc1ccc2c(C)cc(N3CCN(c4ccc(F)cc4)CC3)nc2c1	18	-1	0.2	1	6
58	Cc1cc(C(=O)OCC(=O)NCCCN2CCCC2=O)c2ccccc2n1	1	-10	-0.3	3	-5
59	CCOC(=O)C(NC(=O)Nc1ccc(Cl)cn1)(Oc1ccccc1)C(F)(F)F (stereo not given)	45	-18	0.2	0	-1

nr	IEC-6 cytotox	SKKanGAS inh	KLF5 inhibitor	aSyn 5UTR inh	HSF1 inhib
51	-1	5	-7	-7	7
52	-8	6	-20	-2	-2
53	4	0	-161	-97	19
54	-6	-2	-4	6	-6
55	2	1	-4	1	8
56	-1	-3	-43	23	2
57	2	-11	-21	-60	-1
58	3	0	-26	5	2
59	9	27	4	-46	-11
